Tb PYK inh: blocks Trypanosoma brucei pyruvate kinase | Q57TT1 | TbPYK enzyme, Kinase-Glo Plus ATP luminescence, 45 min | Potency, µM (series often up to 76.8 µM), for the others: top-dose activity, negative = inhibition, hits mostly inhibitors | 0.12% of 410,000 active; note: potency is the fitted concentration of half-maximal effect; % is set by controls: 0 for no effect and ±100 for the full control effect; nearly all actives have a fitted effect of over 50% in size
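Readout: single end-point luminescence (Kinase-Glo Plus, 10 min). Reaction conditions were TbPYK/substrate plus 130 uM ADP, 45 min at RT, pH 7.2 TEA buffer. No-enzyme wells served as controls, and data were normalized before concentration-response fitting.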
Pf growth 96h: inhibits malaria parasite growth, 96 h; 6.9% of 320,000 active; P. falciparum luciferase reporter growth, 96 h; Potency, µM (titrated, usually from 28.7 µM), without a hit: at the top dose activity change, negative = inhibition, hits mostly inhibitors; note: potency is the fitted concentration of half-maximal effect; % is set by controls: 0 for no effect and ±100 for the full control effect
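Two-generation exposure (96 h) targets delayed-death phenotype. Reporter parasites carrying integrated firefly luciferase, in red cells at 2% hematocrit and 0.05% parasitemia final, kept at 37 C, 5% CO2; luminescence loss indicates inhibition.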
Shiga inhibitor: blocks Shiga toxin action in Vero cells; Vero cells, Shiga toxin protein synthesis inhibition reporter; inhibition, % at 38.7 µM; 9.2% of 290,000 active; AID 2315; in the data active = inhibition mostly above about 28%, no sharp cut-off; inactive = mostly below about 43%; note: 0% is about no effect
Pf growth 48h: inhibits P. falciparum growth in the first generation, 48 h | P. falciparum luciferase growth in erythrocytes, 48 h | Potency, µM (top dose mostly 28.7 µM), for the others: at the highest dose activity change, negative = inhibition, hits mostly inhibitors | 5.9% of 310,000 active | AID 504832; note: potency is the fitted concentration of half-maximal effect; % is set by controls: 0 for no effect and ±100 for the full control effect
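Firefly luciferase activity from engineered P. falciparum reports growth; inhibitors lower the luminescent signal. Cultures contained 2% hematocrit erythrocytes at 0.1% final parasitemia.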
AmpC inh no detg: AmpC beta-lactamase inhibition without detergent; AmpC nitrocefin hydrolysis, absorbance 480 nm, 0.0001% Triton; AID 485341; 0.52% of 330,000 active; P00811; Potency, µM (top dose mostly 57.1 µM), inactives show at the top dose activity change, negative = inhibition, hits mostly inhibitors;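 note: potency is the fitted concentration of half-maximal effect; plate controls were no compound for no effect and no enzyme for full effect; nearly all actives have a fitted effect of over 20% in size; some results filed as inactive show a strong effect at the top dose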
Target sequence (P00811 whole entry, looked up): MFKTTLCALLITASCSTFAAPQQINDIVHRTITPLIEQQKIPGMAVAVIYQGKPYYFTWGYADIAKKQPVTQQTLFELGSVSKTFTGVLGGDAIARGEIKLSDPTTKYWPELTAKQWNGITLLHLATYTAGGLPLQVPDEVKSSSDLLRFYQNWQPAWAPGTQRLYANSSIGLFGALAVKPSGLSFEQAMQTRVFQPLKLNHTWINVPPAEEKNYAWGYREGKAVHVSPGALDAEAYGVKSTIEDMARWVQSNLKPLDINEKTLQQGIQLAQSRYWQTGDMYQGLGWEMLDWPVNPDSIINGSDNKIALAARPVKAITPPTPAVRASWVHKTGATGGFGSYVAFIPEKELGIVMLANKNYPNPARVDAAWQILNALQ
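AmpC (5.3 nM in the dispensed reagent) in 20 mM phosphate pH 7.0 with 0.01% (detergent screen) or 0.0001% Triton X-100 was preincubated with compounds for 15 min at room temperature. Nitrocefin was then added from an 800 uM solution, and hydrolysis was followed at 480 nm.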
CHX counter: counter-screen hit for Shiga toxin inhibitors, cycloheximide. cell reporter, cycloheximide protein synthesis inhibition counterscreen. max response, %. 12% of 300,000 active. AID 2314; in the data active = max response mostly above about 13%, no sharp cut-off; inactive = mostly below about 14%; note: read at 38.3 µM for the half of the compounds with a filed dose; 0% is about no effect
LmPK inhibitor: inhibitors of Leishmania mexicana pyruvate kinase; Q27686; purified LmPK, Kinase-Glo ATP luminescence, 1 h; Potency, µM (doses to about 57.5 µM), without a hit: top-dose activity change, negative = inhibition, hits mostly inhibitors; 0.37% of 290,000 active; AID 1721; note: potency is the fitted concentration of half-maximal effect; % is set by controls: 0 for no effect and ±100 for the full control effect
Target sequence (Q27686 whole entry, looked up): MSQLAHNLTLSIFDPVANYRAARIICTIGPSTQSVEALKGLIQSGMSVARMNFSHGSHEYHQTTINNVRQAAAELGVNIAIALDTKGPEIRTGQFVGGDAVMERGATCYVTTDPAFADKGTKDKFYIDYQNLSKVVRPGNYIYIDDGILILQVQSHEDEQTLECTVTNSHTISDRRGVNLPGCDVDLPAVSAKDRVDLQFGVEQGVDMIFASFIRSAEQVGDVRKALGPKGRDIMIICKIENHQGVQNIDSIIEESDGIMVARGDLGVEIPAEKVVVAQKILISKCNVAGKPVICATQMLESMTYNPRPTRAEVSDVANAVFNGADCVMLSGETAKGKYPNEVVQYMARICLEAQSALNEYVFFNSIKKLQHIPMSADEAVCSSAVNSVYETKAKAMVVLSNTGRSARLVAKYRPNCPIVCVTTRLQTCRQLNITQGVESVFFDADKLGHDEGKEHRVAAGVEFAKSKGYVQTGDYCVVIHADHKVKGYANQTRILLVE
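0.1 nM LmPK, 0.5 mM PEP, 0.1 mM ADP; 50 mM imidazole pH 7.2, 7 mM MgCl2, 50 mM KCl; 1 h RT. Kinase-Glo luminescence readout, normalized to no-enzyme (full inhibition) and uninhibited wells.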
Active calls of the source: *; u = inconclusive; x = not tested or not shown; + = active, no number; & = joins results of further samples; [ ] = remark or other dose. Unless noted, calls come from the whole dose curve; as a rule, active = well fitted curve in the direction sought with a large enough effect; inconclusive = small, poorly fitted or top-dose-only effect, or another doubt; inactive = no such curve, though single readings can be large; an effect the other way counts as inactive or inconclusive.

Assay codes – A = Tb PYK inh; B = Pf growth 96h; C = Shiga inhibitor; D = Pf growth 48h; E = AmpC inh no detg; F = CHX counter; G = LmPK inhibitor
1. Cc1ccc(-c2nc(C3CCCN(S(=O)(=O)c4ccc(C(F)(F)F)cc4)C3)no2)cc1 (stereo not drawn)
  A: 4%; B: -3%; C: 9; D: 4%; E: -21%; F: -1; G: -2%

2. CCCOc1ccc(C2/C(=C(/O)c3ccc(F)cc3)C(=O)C(=O)N2CCCN(C)C)cc1 (stereo not drawn)
  A: 1%; B: 34%[activator]; C: -3; D: -9%; E: -2%; F: -1; G: 3%

3. CC(=O)N1c2ccc(S(=O)(=O)NCCC(=O)NCc3ccc(F)cc3)cc2CC1C (stereo not drawn)
  A: -18%; B: u; C: 19; D: -20%; E: 1%; F: 11; G: -2%

4. CCCN(CCC)CCNC(=O)CN1C(=O)COc2ccc(S(=O)(=O)N3CCOCC3)cc21
  A: -8%&-2%; B: u; C: -1; D: 34%[activator]; E: -10%; F: -3; G: 1%

5. Cc1onc(-c2ccccc2Cl)c1C(=O)NNC(=O)c1cccc(F)c1
  A: -8%; B: 25%; C: -6; D: 2%; E: 3%; F: -5; G: -1%

6. O=C1[C@H]2CCCC[C@H]2C(=O)N1CCCCN1CCN(c2nsc3ccccc23)CC1
  A: 6%&5%; B: 12µM*; C: x; D: u; E: x; F: x; G: x

7. CCOc1ccc(-c2c(C(=O)N/N=C/c3ccncc3)nnn2-c2nonc2N)cc1
  A: -1%; B: 20%; C: -16; D: 17%; E: 5%; F: -2; G: 5%

8. COC(=O)CNC(=O)C(C)NC(=O)CNC(=O)OCc1ccccc1 (stereo not drawn)
  A: 2%; B: -1%; C: 1; D: 7%; E: -31%; F: 2; G: 8%

9. CN(C)C(=O)c1ccc(NC(=O)COC(=O)c2cc3c(s2)CCCCC3)cc1
  A: -5%; B: -11%; C: x; D: -8%; E: 79%[activator]; F: x; G: x

10. O=C(CCC1CCCC1)N1CCN(C(=O)C2CC2)CC1
  A: 0%; B: u; C: -8; D: 25%; E: -12%; F: 7; G: -5%

11. CC(C)(C)NC(=S)Nc1ccc(Br)cc1
  A: 3%; B: 12%; C: 58*; D: 12%; E: -13%; F: 32*; G: 1%

12. COc1cc2c(cc1OC)CN(c1ccc([N+](=O)[O-])cc1Cl)CC2
  A: -1%; B: u; C: 13; D: u; E: 57%; F: 6; G: 3%

13. Nc1nnc(Cc2ccc(Cl)cc2Cl)s1
  A: 7%; B: 29%; C: -12; D: -17%; E: x; F: 1; G: -3%

14. O=C(c1ccccc1)N1CCN(Cc2cccc(Oc3ccccc3)c2)CC1
  A: 2%; B: 35%[activator]; C: -3; D: -18%; E: 159%[activator]; F: -3; G: 1%

15. CC/C(=N\NC(=O)c1c(-c2ccccc2)noc1C)c1ccc(C)o1
  A: -7%; B: -18%; C: -9; D: 3%; E: -46%; F: -1; G: 4%

16. O=C(Cn1nc(-c2ccc(Cl)cc2)c2ccccc2c1=O)NN1CCOCC1
  A: -2%; B: 12%; C: 8; D: 18%; E: 18%; F: 1; G: 0%

17. CC(C)C(NC(=O)c1ccc(Cl)cc1)C(=O)O (stereo not drawn)
  A: -3%; B: 27%; C: -21; D: x; E: -10%; F: -3; G: 7%

18. Cn1cnnc1SCCC(=O)Nc1ccc(Cl)cc1
  A: 1%; B: 16%; C: 12; D: 31%[activator]; E: -16%; F: 1; G: 2%

19. COc1ccc(CCNC(=O)CCCn2ncn3c(cc4occc43)c2=O)c(OC)c1
  A: -10%; B: u; C: -3; D: -28%; E: 43%; F: -4; G: 2%

20. COc1ccc(CNC(=O)C(C)N2C(=O)COc3ccc(C)cc32)c(OC)c1 (stereo not drawn)
  A: 4%; B: -6%; C: -9; D: 5%; E: 8%; F: 8; G: 6%

21. CC12COC3(C(=O)Nc4ccc(F)cc4)CC1CCC32C (stereo not drawn)
  A: -6%; B: 0%; C: -17; D: -22%; E: -35%; F: -1; G: 7%

22. Cc1ccc(NC(=O)c2ccc(CN3CC(=O)N4CCCCC4C3=O)cc2)c(C)c1 (stereo not drawn)
  A: 3%&3%; B: -16%; C: -5; D: 2%; E: 14%; F: 1; G: -10%

23. CCN(c1ccccc1)S(=O)(=O)c1ccc(Cl)c(C(=O)OCC(=O)c2[nH]c(C)c(C(C)=O)c2C)c1
  A: -6%; B: 0%; C: 9; D: -15%; E: -25%; F: 9; G: -2%

24. O=C(NC1(O)C(=O)c2ccccc2C1=O)c1ccc(C(F)(F)F)cc1
  A: -7%; B: 84%[activator]; C: -2; D: 100%[activator]; E: -10%; F: 2; G: -1%

25. COc1ccc(OC)c(-c2nc(C(=O)NCC3CCCO3)cc3c2[nH]c2ccccc23)c1 (stereo not drawn)
  A: -5%; B: u; C: 10; D: u; E: 110%[activator]; F: -3; G: 2%

26. COCCNC(=S)N1CCc2cc(OC)c(OC)cc2C1COc1ccc(F)cc1 (stereo not drawn)
  A: -4%; B: 35%[activator]; C: -16; D: u; E: 146%[activator]; F: 7; G: 6%

27. NNc1nnnc2c1sc1nc(N3CCOCC3)c3c(c12)CCCC3
  A: -1%; B: u; C: -11; D: u; E: -2%; F: -4; G: -1%

28. COc1ccc(N2CCCCn3c2nc2c3c(=O)n(C)c(=O)n2C)cc1
  A: -2%; B: x; C: 2; D: 11%; E: -1%; F: -1; G: 1%

29. O=C(NCCO)/C(=C\c1ccc([N+](=O)[O-])o1)NC(=O)c1ccccc1
  A: 9%; B: u; C: 19; D: u; E: -17%; F: -6; G: 4%

30. Cc1cc(NC(=O)CCC(=O)N(c2ccccc2)C(C(=O)NC2CCCC2)c2ccccc2F)no1 (stereo not drawn)
  A: 2%; B: u; C: -6; D: u; E: 1%; F: -8; G: 2%

31. CN(C)c1cccc(C(=O)NCc2ccc3c(c2)OCO3)c1
  A: 4%; B: u; C: 57*; D: u; E: -57%; F: 33*; G: 1%

32. O=C(NC(=S)Nc1ccc(CN2CCOCC2)cc1)c1cccc(F)c1
  A: -2%; B: -3%; C: 25; D: -5%; E: 21%; F: 22*; G: -2%

33. CCOC(=O)C(C)N1N=C(/C=C/c2ccc(C)cc2)CCC1=O (stereo not drawn)
  A: -4%; B: u; C: 10; D: -21%; E: 96%[activator]; F: 10; G: 4%

34. CC(C)Oc1ccc(C(=O)NC2CCS(=O)(=O)C2)cc1 (stereo not drawn)
  A: -11%; B: -17%; C: 15; D: 19%; E: -7%; F: 6; G: 3%

35. CSc1cc(C)nc(N(C)C(C)=O)n1
  A: 5%; B: u; C: -6; D: 4%; E: 1%; F: -2; G: -5%

36. CC12CCC(C(=O)N(CCCN3CCN(Cc4ccccc4)CC3)C1=O)C2(C)C (stereo not drawn)
  A: -7%; B: 19%; C: -6; D: 2%; E: 45%; F: 0; G: -9%

37. CCOC(=O)c1ccc(Nc2ccc([N+](=O)[O-])cn2)cc1
  A: -7%; B: u; C: +; D: 135%[activator]; E: -24%; F: 31*; G: -1%

38. O=C(COc1ccccc1)N=C1SC2CS(=O)(=O)CC2N1CCc1ccccc1 (stereo not drawn)
  A: -8%; B: u; C: -10; D: -12%; E: 32%; F: -7; G: 7%

39. CC1=C(C)CC(C(=O)NCc2ccccn2)C(C(=O)O)C1 (stereo not drawn)
  A: -2%; B: -10%; C: 1; D: 17%; E: -13%; F: -1; G: -7%

40. CCCCC(=O)NCCNc1nc2c(c(=O)n(C)c(=O)n2C)n1Cc1ccccc1
  A: 5%; B: 0%[5.75 µM]; C: -3; D: u; E: 7%; F: -2; G: 7%

41. O=C(O)c1[nH]c2ccccc2c1NS(=O)(=O)c1ccc(F)cc1
  A: -2%; B: 38%; C: -5; D: 7%; E: -22%; F: -2; G: 13%

42. COc1cc(C(=O)Nc2nnc(C)s2)cc(OC)c1OC
  A: -3%; B: 39%[activator]; C: -5; D: 24%; E: 1%; F: -2; G: 2%

43. CCOC(=O)CSc1nc2ccc(Nc3nc(N4CCOCC4)nc(N4CCOCC4)n3)cc2s1
  A: 0%; B: -30%; C: -14; D: -24%; E: 169%[activator]; F: 1; G: -1%

44. C/C(Cc1ccccc1)=N\NC(=O)CNC(=O)c1ccc(Cl)cc1Cl
  A: -7%; B: 34%[activator]; C: 25; D: 20%; E: -25%; F: 15; G: 5%

45. O=C(Nc1cccc(F)c1)/C(=C/c1ccco1)NC(=O)c1ccco1
  A: -24%; B: -26%; C: 25; D: -3%; E: -18%; F: 20*; G: -10%

46. COc1ccc(C(=O)NCCCNC(=O)c2cc3ccccc3[nH]2)cc1OC
  A: 0%; B: u; C: -8; D: u; E: -4%; F: 0; G: 6%

47. Nc1nncn1C(=O)c1cccs1
  A: 3%; B: x; C: 5; D: 68%[activator]; E: -21%; F: -3; G: -3%

48. COc1ccccc1N1CCN(C(CNS(=O)(=O)c2cccs2)c2cccnc2)CC1 (stereo not drawn)
  A: 6%; B: u; C: -10; D: 10µM*; E: 59%; F: -3; G: 1%

49. CCN(CC1CCCO1)C(=O)c1cc(COc2cc(C)c(Cl)c(C)c2)on1 (stereo not drawn)
  A: -3%; B: 12µM*; C: 73*; D: 2%; E: 188%[activator]; F: 44*; G: -5%

50. O=C(N/N=C/c1cccc2ccccc12)c1ccc(CN2CCOCC2)cc1
  A: 5%; B: u; C: 30; D: u; E: 108%[activator]; F: 19; G: 0%

51. O=C(NCc1ccco1)C1CCN(C(=O)Cc2ccccc2)CC1
  A: u; B: x; C: -4; D: -2%; E: -4%; F: -1; G: -7%

52. CC(C)(C)c1ccc(C(=O)NNC(=S)NC(=O)c2cccnc2)cc1
  A: -13%; B: u; C: 53*; D: 13µM*; E: -35%; F: 24*; G: 0%

53. O=C(CSc1nnc(NC(=O)c2ccco2)s1)Nc1ccc(F)cc1
  A: -6%; B: 0%; C: -6; D: 0%; E: -13%; F: -1; G: 3%

54. COc1ccc(/C=N/Nc2ccc(C(F)(F)F)cc2[N+](=O)[O-])cc1O
  A: -3%; B: 48%[activator]; C: 19; D: 20%; E: -12%; F: 5; G: 0%

55. CCN1/C(=C/c2cccc[n+]2C)Sc2ccc(OC)cc21
  A: -4%; B: -27%; C: -9; D: 1µM*; E: 13%; F: 2; G: -3%

Arranged by SMILES length (descending): part of the list above
Assay codes – A = Tb PYK inh; B = Pf growth 96h; C = Shiga inhibitor; D = Pf growth 48h; E = AmpC inh no detg; F = CHX counter; G = LmPK inhibitor
49. CCN(CC1CCCO1)C(=O)c1cc(COc2cc(C)c(Cl)c(C)c2)on1 (stereo not drawn)
  A: -3%; B: 12µM*; C: 73*; D: 2%; E: 188%[activator]; F: 44*; G: -5%

53. O=C(CSc1nnc(NC(=O)c2ccco2)s1)Nc1ccc(F)cc1
  A: -6%; B: 0%; C: -6; D: 0%; E: -13%; F: -1; G: 3%

51. O=C(NCc1ccco1)C1CCN(C(=O)Cc2ccccc2)CC1
  A: u; B: x; C: -4; D: -2%; E: -4%; F: -1; G: -7%
